# Screening data deposited in PubChem BioAssay by National Center for Advancing Translational Sciences (NCATS).
# KCNH2 3.1 block – KCNH2 3.1 (human) potassium channel inhibition | U2OS KCNH2 3.1, thallium flux FluxOr; hits give low values | activity change, % (tested at about 1.8 µM) | 0.95% of 340,000 active | AID 720553;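 active means maximum activity change below -70%; inconclusive means maximum activity change from -70% to -50%; inactive means maximum activity change above -50%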;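 further: thallium influx rate constant from kinetic fluorescence after stimulation buffer; on the % scale 0 is the no-effect control and ±100 the full control effect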
#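 Kinetic fluorescence (2 min after stimulation buffer) measures Tl+ influx through KCNH2 3.1 expressed by viral transduction in U2OS cells; the rate constant is normalized against DMSO controls serving as positive and negative references.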
# AT treatment – potential ataxia-telangiectasia treatment; […] A-T fibroblasts, KAP-1 phosphorylation AlphaLISA; neocarzinostatin DNA damage 30 min before lysis; Potency, µM (series often up to 57.5 µM), without a hit: top-dose activation, hits mostly activators; 0.19% of 320,000 active; further: potency means the concentration at half of the fitted maximal effect; % of control where 0% means no effect; nearly all actives have a fitted effect of over 45% in size
#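 ATM-like activity read as KAP-1 phosphorylation via AlphaLISA donor/acceptor antibody pairs after lysis and 6 hr at 25C. Cells were ATM-null patient fibroblasts ([…], hTERT), dosed 60 min, then exposed to the DSB inducer NCS for 30 min.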
# Mito fusion act – blocks mitochondrial division or promotes mitochondrial fusion; S. cerevisiae fusion-defective mutant growth rescue, CellTiterGlo 48 h; Potency, µM (top dose mostly 46.1 µM), for inactives: at the highest dose growth rescue (activation), hits mostly activators; 0.23% of 320,000 active; AID 485298;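 further: potency means the concentration at half of the fitted maximal effect; % of control where 0% means no effect; nearly all actives have a fitted effect of over 45% in size; temperature-sensitive fusion mutants such as fzo1-1 at 37 °C on non-fermentable ethanol glycerol medium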
#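 Yeast fusion mutant, YPEG (non-fermentable carbon), compound, 48 h at 37C non-permissive; CellTiterGlo added, 10 min RT, luminescence read. Rescued growth = division inhibition.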
# TRPV1 agonist – activates the human vanilloid receptor TRPV1; activation, % at 8.33 µM; 0.19% of 320,000 active; AID 540275; TRPV1-expressing cells, Fluo-8 calcium influx, agonist mode; in the data active means activation above about 80%; inconclusive means between about 30% and that limit; further: 0% is about no effect
#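 Cells expressing TRPV1 were dye-loaded with Fluo-8 and read kinetically: 10 s baseline, 3 min after compound (agonist portion), then 2 min after EC20 capsaicin (allosteric enhancer portion). Calcium-bound dye fluorescence at 480/520 nm.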
# Eya2 phos inh – blocks the phosphatase activity of human Eya2; Potency, µM (highest dose often 76.9 µM), inactives show top-dose activity, negative = inhibition, actives largely listed as inhibitors; recombinant Eya2, OMFP fluorescence dephosphorylation (OMFP is methylfluorescein phosphate); O00167; 0.006% of 330,000 active; further: potency means the concentration at half of the fitted maximal effect; on the % scale 0 is the no-effect control and ±100 the full control effect
# Target sequence (O00167 whole entry, looked up): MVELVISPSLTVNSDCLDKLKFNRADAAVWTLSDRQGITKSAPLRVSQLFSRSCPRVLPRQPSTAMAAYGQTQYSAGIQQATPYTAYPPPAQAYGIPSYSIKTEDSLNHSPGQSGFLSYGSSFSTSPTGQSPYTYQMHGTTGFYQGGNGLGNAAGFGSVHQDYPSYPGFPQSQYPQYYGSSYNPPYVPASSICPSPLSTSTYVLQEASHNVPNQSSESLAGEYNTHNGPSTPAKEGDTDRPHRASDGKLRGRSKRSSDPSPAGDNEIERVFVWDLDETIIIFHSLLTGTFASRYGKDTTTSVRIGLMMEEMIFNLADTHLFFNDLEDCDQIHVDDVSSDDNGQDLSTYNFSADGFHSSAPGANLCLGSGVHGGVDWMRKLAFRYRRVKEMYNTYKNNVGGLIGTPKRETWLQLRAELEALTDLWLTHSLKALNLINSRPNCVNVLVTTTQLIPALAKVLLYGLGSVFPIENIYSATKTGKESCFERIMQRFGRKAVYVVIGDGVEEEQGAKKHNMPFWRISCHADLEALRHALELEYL
#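 Eya2 (0.2 uM) preincubated 10 min at ambient with compound, then OMFP substrate added at 50 uM; 10 min reaction in 50 mM HEPES pH 7.5, 50 mM NaCl, 5 uM MgCl2, 0.05% BSA, 1 mM DTT. Fluorescence read at Ex 485/Em 525 nm.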
# TCR activator – activates T cell receptor signaling; 330,000 tested, under 10 active; primary human leukocytes, anti-CD3, IL-2 HTRF, 48 h; Potency, µM (top dose mostly 9.22 µM), for inactives: top-dose activation of IL-2 secretion, usual class: activators; further: % of control where 0% means no effect
#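 Compounds are tested in HTS on primary human leukocytes co-incubated with a-CD3 beads for 48 hr. IL-2 output is measured by time-resolved FRET.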
# ELG1 repair inh – ELG1-dependent DNA repair inhibition. HEK293T ELG1-luciferase reporter, luminescence, 16 h; DNA damage induced by 5-fluorouridine. Potency, µM (titrated, usually from 46.1 µM), without a hit: at the highest dose activity change, negative = inhibition, usual class: inhibitors. 2.3% of 330,000 active. AID 504467; further: potency means the concentration at half of the fitted maximal effect; on the % scale 0 is the no-effect control and ±100 the full control effect; nearly all actives have a fitted effect of over 55% in size
#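 5-Fluorouridine DNA damage + compound/DMSO, 2,000 cells/well, 16 h, 37 °C/5% CO2. ONE-Glo, 30 min RT, luminescence. Readout = decrease in reporter signal.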
# USP2a inh – USP2a (human) protease inhibition | USP2 core, Ub-CHOP2 coupled fluorogenic reporter, 485/531 | O75604 | AID 463254 | Potency, µM (series often up to 38.3 µM), for the others: at the top dose activity change, negative = inhibition, usual class: inhibitors | 0.01% of 330,000 active;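 further: potency means the concentration at half of the fitted maximal effect; plate controls were DMSO wells for no effect and full inhibition by NEM control for full effect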
# Target sequence (O75604 whole entry, looked up): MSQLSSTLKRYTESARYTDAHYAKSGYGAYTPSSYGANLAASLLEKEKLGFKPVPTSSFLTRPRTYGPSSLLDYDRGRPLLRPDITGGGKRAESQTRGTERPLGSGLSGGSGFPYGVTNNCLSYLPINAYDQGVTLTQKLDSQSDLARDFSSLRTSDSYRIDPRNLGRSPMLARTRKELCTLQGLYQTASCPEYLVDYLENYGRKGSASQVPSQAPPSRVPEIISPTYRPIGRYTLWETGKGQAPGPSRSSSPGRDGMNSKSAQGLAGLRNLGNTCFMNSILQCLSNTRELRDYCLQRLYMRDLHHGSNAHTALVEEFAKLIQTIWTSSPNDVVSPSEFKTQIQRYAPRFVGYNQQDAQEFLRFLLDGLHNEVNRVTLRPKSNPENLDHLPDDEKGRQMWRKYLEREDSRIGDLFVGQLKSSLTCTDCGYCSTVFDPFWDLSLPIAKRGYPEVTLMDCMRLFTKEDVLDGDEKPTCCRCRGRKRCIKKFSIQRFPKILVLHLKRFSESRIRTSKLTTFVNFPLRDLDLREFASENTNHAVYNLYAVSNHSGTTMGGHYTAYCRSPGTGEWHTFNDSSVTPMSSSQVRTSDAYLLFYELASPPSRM
#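 Cell-free coupled assay: 10nM USP2 core preincubated 30min RT with compound in Tris-HCl pH 8.0/CaCl2/CHAPS buffer, then 25nM Ub-CHOP2 and 25nM reporter substrate; fluorescence (Ex 485/Em 531) read after 60min RT, normalized to NEM inhibition, concentration-response curves fitted.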
# KCNH2 WT inh – inhibitors of human wildtype KCNH2 potassium channel | activity change, % at 1.84 µM | AID 720551 | 0.37% of 340,000 active | U2OS, BacMam KCNH2, thallium flux FluxOr; hits give low values | Q12809;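 active means maximum activity change below -70%; inconclusive means maximum activity change between -70% and -50%; inactive means maximum activity change above -50%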; further: on the % scale 0 is the no-effect control and ±100 the full control effect
#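 U2OS cells transduced with wild-type KCNH2 virus are loaded with FluxOr dye for 45 min, and thallium flux is measured in kinetic reads before and after stimulation buffer. Rate constants are normalized to DMSO controls.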
# TSHR antag – antagonists of human thyroid stimulating hormone receptor; activity change, negative = inhibition, % at 11.5 µM; 0.2% of 330,000 active; TSHR-expressing cells, TSH-stimulated cAMP HTRF, 2 h; hits give low values; P16473;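 active means activity change below a set negative limit, meaning inhibition stronger than a set level, cut at about -70% in these data; inconclusive means activity change between two set negative limits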; further: on the % scale 0 is the no-effect control and ±100 the full control effect
#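 Antagonism was scored as loss of TSH-driven cAMP in TSHR cells, stimulated with 4nM TSH (EC80) for 2 hours at 37 deg C and detected by homogeneous HTRF competition immunoassay.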
# Active calls of the source: *; i = inactive; ? = inconclusive; · = not tested or not shown; [ ] = another dose, or the depositor's remark. Unless noted, the call rests on the fitted dose curve; in most records, active means well fitted curve in the direction sought with a large enough effect; inconclusive means small, poorly fitted or top-dose-only effect, or another doubt; inactive means no such curve, though single readings can be large; an effect the other way counts as inactive or inconclusive. Some of the compounds tested, so the mix of outcomes need not match the whole.
SMILES	KCNH2 3.1 block	AT treatment	Mito fusion act	TRPV1 agonist	Eya2 phos inh	TCR activator	ELG1 repair inh	USP2a inh	KCNH2 WT inh	TSHR antag
CCOC(=O)NNC(=O)c1[nH]c2ccc(Br)cc2c1-c1ccccc1	-12	5%	27%	-3	-4%	2%	-3%	-2%	·	-12
CC(Cc1cccs1)NC(=S)Nc1ccc(F)cc1 (configuration not stated)	·	10%	1%	?	-1%	-3%[46.1 µM]	8%	0%	20	10
C=CCC1(/C=N/O)CCOC(C)(C)C1 (configuration not stated)	0	-5%	3%	-2	-4%	-3%	4%	-1%	-8	9
CCn1c(CNC(=O)Cc2ccc(OC)cc2)nnc1SCC(=O)c1ccc(Br)cc1	-2	1%	0%	1	24%	1%	-9%	2%	5	-1
COc1ccc(OC)c(S(=O)(=O)Nc2ccc(O)c(Sc3ncn[nH]3)c2)c1	-2	-2%	3%	-2	23%	·	-1%	2%	35	4
Cc1cc(C)n(Cc2ccc(F)cc2)c(=O)c1C#N	11	·	-5%	3	6%	0%	6%	0%	2	16
C/C(=N\NC(=O)C(O)c1ccccc1)c1ccc(Cl)cc1 (configuration not stated)	15	2%	1%	4	8%	-2%	13%	0%	-13	5
Cc1ccccc1C(=O)NC(=S)Nc1cccc(NC(=O)C(C)C)c1	0	3%	6%	1	10%	2%	-21%	1%	-13	1
O=C(/C=C/c1ccc(Cl)cc1Cl)N1CCc2ccccc21	-4	-3%	-6%	16	5%	7%	?	3%	-6	-10
COc1cc(OC)cc(C(=O)N(CCCN2C(=O)c3cccc4cccc(c34)C2=O)c2cccc(OC)c2)c1	-21	-1%	8%	3	-5%	-9%[46.1 µM]	?	0%	-15	-3
CCCCn1c(SCC(=O)N(C)C)nnc1-c1ccncc1	-13	15%	2%	-2	10%	0%	14%	2%	-19	27
CCOC(=O)c1ccc2[nH]c(C)cc(=O)c2c1	3	-13%	3%	4	-7%	-13%	13%	2%	11	-6
Cc1ccc(S(=O)(=O)CCC(=O)OCC(=O)NCCc2ccc(F)cc2)cc1	-2	0%	5%	2	11%	-2%	20%	1%	-2	-3
NC(=O)C1CCN(C(=O)c2ccc(Cl)c(S(=O)(=O)N3CCCCCC3)c2)CC1	-15	4%	·	·	6%	0%	?	0%	0	11
CCn1c(COc2ccccc2)nnc1SCC(=O)Nc1ccc2c(c1)OCCO2	2	3%	-3%	3	-6%	8%	-9%	1%	4	-2
O=C(COC(=O)c1cccs1)Nc1ccccc1Cl	11	-7%	3%	6	-12%	-3%	?	0%	-10	1
Cc1ccc(NS(=O)(=O)c2cn(C)c(=O)n(C)c2=O)c(C)c1	-16	-1%	5%	-4	-2%	7%	?	0%	-9	35
CC1(C)C(CSc2nc3ccccc3[nH]2)C1(Cl)Cl (configuration not stated)	21	-2%	-5%	?	-1%	-1%	2%	0%	-4	60
COc1cccc(NC(=O)CSc2nnc(Cc3cccs3)n2-c2ccc(C)cc2)c1	4	1%	11%	12	-6%	2%	?	-7%	13	8
O=C(/C=C/c1cccc([N+](=O)[O-])c1)NCCSCc1ccc(Cl)cc1Cl	-3	2%	16%	14	1%	-2%[46.1 µM]	?	0%	i	-29
CN(C)/N=C/c1ccc(Sc2ccc([N+](=O)[O-])cc2[N+](=O)[O-])o1	11	11%	?	6	-7%	2%[46.1 µM]	?	2%	-1	13
CN(Cc1ccccc1)C1CCNCC1	-12	-8%	-1%	1	16%	·	-15%	1%	-4	0
Cc1ccc(-c2nnn3c2nc(Cl)c2ccccc23)cc1	6	-2%	-9%	0	-19%	-6%	?	-3%	2	-6
Cc1ccc(CN2C(=O)CCC2C(=O)NCCN2CCN(c3cccc(Cl)c3)CC2)cc1 (configuration not stated)	1	2%	1%	28	-12%	2%	-22%	1%	9	-5
O=C(O)C1C2C=CC(C2)C1C(=O)NCc1cccnc1 (configuration not stated)	-22	5%	-1%	-1	2%	2%[46.1 µM]	2%	2%	-3	0
Cc1c(Nc2ncnc3c2cnn3-c2ccccc2)c(=O)n(-c2ccccc2)n1C	24	1%	3%	-2	13%	-1%	-1%	0%	16	-6
S=C(Nc1cccc(Br)c1)c1ccccc1	-4	·	?	17	1%	-9%[46.1 µM]	14%	1%	-1	0
O=C1CN(C(=S)NC(=O)c2ccc(-c3ccccc3)cc2)CCN1	-3	0%	-10%	-2	-11%	-4%	?	2%	4	-2
O=C(C1CCN(S(=O)(=O)c2cccs2)CC1)N1CCCCC1	-3	-6%	2%	?	8%	-2%	?	2%	-13	0
CN(CC(=O)Nc1cccc2ccccc12)C(=O)c1cccc(S(=O)(=O)N(C)C)c1	11	7%	0%	0	3%	1%	-3%	1%	0	-2
CC(C)CN(C(=O)CN(C)CC(=O)Nc1ccccc1C#N)c1c(N)n(CC(C)C)c(=O)[nH]c1=O	4	7%	·	·	8%	4%	17%	7%	6	-1
CCN(CC(=O)Nc1c(F)cccc1F)C(=O)c1ccc(Cl)c(S(=O)(=O)N2CCCCC2)c1	1	1%	-1%	10	0%	-6%	-16%	0%	6	-5

# An excerpt from above in order of length of the SMILES, high to low:
SMILES	KCNH2 3.1 block	AT treatment	Mito fusion act	TRPV1 agonist	Eya2 phos inh	TCR activator	ELG1 repair inh	USP2a inh	KCNH2 WT inh	TSHR antag
Cc1c(Nc2ncnc3c2cnn3-c2ccccc2)c(=O)n(-c2ccccc2)n1C	24	1%	3%	-2	13%	-1%	-1%	0%	16	-6
O=C1CN(C(=S)NC(=O)c2ccc(-c3ccccc3)cc2)CCN1	-3	0%	-10%	-2	-11%	-4%	?	2%	4	-2
S=C(Nc1cccc(Br)c1)c1ccccc1	-4	·	?	17	1%	-9%[46.1 µM]	14%	1%	-1	0

# Next results:
SMILES	KCNH2 3.1 block	AT treatment	Mito fusion act	TRPV1 agonist	Eya2 phos inh	TCR activator	ELG1 repair inh	USP2a inh	KCNH2 WT inh	TSHR antag
COc1ccc(/C=C/C(=O)N/C(=C\c2ccco2)C(=O)NCCc2nc3ccccc3[nH]2)cc1	-48	3%	-5%	0	13%	5%[46.1 µM]	?	3%	-41	-10
CC(=O)c1nnn(-c2ccccc2C#N)c1C	7	-3%	-3%	-1	5%	-2%	-2%	-1%	-4	2
CCCCN(C)CCn1c(=S)[nH]c2ccc(N3CCOCC3)cc2c1=O	11	3%	-1%	4	15%	-2%	-9%	2%	-7	-5
COc1cc2cc(C(c3nnnn3Cc3ccc(F)cc3)N3CCCCCC3)c(=O)[nH]c2cc1OC (configuration not stated)	12	-1%	0%	5	-16%	6%	-8%	3%	11	7
COc1cc([N+](=O)[O-])ccc1NC(=O)COC(=O)CCS(=O)(=O)c1ccc(C)cc1	3	12%	-1%	-1	2%	3%	-3%	0%	6	-8
Cc1ccc(NC(=S)NNC(=O)CSc2nnc(-c3ccc(Cl)cc3)n2C2CCCCC2)cc1	-4	9%	-6%	-2	-1%	-1%[46.1 µM]	-1%	-14%	-1	-4
Cc1ccc(S(=O)(=O)n2cnc3cc([N+](=O)[O-])ccc32)c(C)c1	-42	0%	-5%	0	-6%	-1%	-15%	2%	-4	5
O=C(N/N=C/c1ccncc1)c1ccc2c(c1)OCO2	-13	-1%	0%	?	-14%	-1%	?	-1%	6	4
Cc1c(NC(=O)C2CCCN2S(=O)(=O)c2cccc3nsnc23)cccc1C(=O)O (configuration not stated)	-6	3%	-2%	·	-7%	4%	-7%	1%	0	1
O=C(O)c1ccc(N2C(=O)CC(SC(=NCc3ccc4c(c3)OCO4)Nc3ccc(F)cc3)C2=O)cc1 (configuration not stated)	20	2%	3%	-1	0%	-1%	-6%	-1%	8	-16
O=C1C(Nc2ccc(O)cc2)=C/C(=N/S(=O)(=O)c2cccs2)c2ccccc21	-3	-10%	-26%	28	-8%	·	6.5µM*	2%	17	?
Cn1c(SCC(=O)N2CCc3ccccc3C2)nnc1-c1cccs1	-6	·	5%	-3	·	·	·	·	-2	·
O=c1c2ccccc2nc(-c2ccc(Cl)cc2Cl)n1O	23	-5%	-4%	2	7%	5%	-25%	7%	7	-6
CCN1C(=O)C(=Cc2cccc(OC)c2Oc2ccc([N+](=O)[O-])cc2[N+](=O)[O-])SC1=S	-6	-3%	-2%	-1	-18%	4%	?	0%	1	-6
OC1CCN(C(=S)Nc2ccc(Oc3ccccc3)cc2)CC1	4	-1%	-3%	?	7%	-3%	0%	3%	-17	3
COC(=O)c1cn(C(=O)c2cccc(C)c2)c2ccccc12	-12	10%	6%	3	-7%	6%	1%	0%	0	3
CCC(C(=O)OCC(=O)Nc1cc(OC)ccc1OC)c1ccccc1 (configuration not stated)	4	8%	-5%	5	1%	·	-2%	1%	6	-3
CC(C)C[C@@H](CSc1ccccc1)N1CCN(CC(C)C)CCC1=O	-45	0%	-3%	?	5%	3%	?	3%	4	6
Cc1ccc(N2CC(C(=O)N3CCOCC3)CC2=O)cc1C (configuration not stated)	4	-8%	-4%	12	?	17%	0%	-1%	-5	5
COCCCNC(=S)Nc1c(C)cc(C)cc1C	1	-7%	-4%	-2	-4%	4%	8%	4%	5	8
COc1ccc(Cl)c2sc(NC(=O)C3=COCCO3)nc12	-9	9%	4%	4	-1%	-1%	?	-3%	-4	-23
